Bioassay records deposited in PubChem BioAssay by several laboratories.
GSK3B inh: human GSK3beta kinase inhibition. activity score (negative = inhibition), % at 10 µM. P49841. GST-GSK3beta kinase, ADP-Glo luminescence, 60 min; active compounds read low. hit rate 0.038% among 300,000;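 active = more than half of replicate wells score below -50%, meaning over 50% inhibition versus plate controls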;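 note: 0% = median DMSO wells and -100% = median GW8510 positive control wells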
Target sequence (P49841 whole entry, looked up): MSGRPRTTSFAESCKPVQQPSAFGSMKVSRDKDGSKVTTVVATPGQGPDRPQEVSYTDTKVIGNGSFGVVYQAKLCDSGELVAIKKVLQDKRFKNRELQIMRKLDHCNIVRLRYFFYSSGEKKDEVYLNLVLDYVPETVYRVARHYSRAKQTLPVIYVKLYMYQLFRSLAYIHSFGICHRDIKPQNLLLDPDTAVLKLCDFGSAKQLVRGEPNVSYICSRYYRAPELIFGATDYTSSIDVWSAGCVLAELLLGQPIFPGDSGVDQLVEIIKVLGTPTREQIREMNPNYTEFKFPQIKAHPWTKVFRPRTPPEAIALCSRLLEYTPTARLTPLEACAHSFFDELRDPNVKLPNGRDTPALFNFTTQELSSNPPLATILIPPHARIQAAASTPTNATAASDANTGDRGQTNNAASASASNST
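Test system – GST-tagged human GSK3beta kinase, cell-free · Incubation – 60 min enzyme reaction, room temperature · Signal – ADP-Glo luminescence · Also added – peptide substrate and ATP at 25 µM · Controls – DMSO neutral wells and GW8510 at 20 µM as positive · Buffer or medium – Tris/MgCl2 kinase buffer · Measure – Luminescence-derived activity versus plate DMSO and GW8510 wells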
HSF1 activator: increases HSF-1 driven luciferase reporter signal | NIH3T3-HGL HSF-1 luciferase reporter, MG132, 8 h; 100% = twice DMSO control signal | hit rate 1.7% among 300,000 | activation, % at 9 µM;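 active = mean replicate activation of at least 50% with a set share of replicates each reaching 50%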;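 note: 0% = median of the neutral control wells and 100% = twice that signal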
HSF1 inh: HSF1 inhibition; NIH3T3-HGL HSE-luciferase, MG132-induced, luminescence 8 h; active compounds read low; activity change, negative = inhibition, % at 7.5 µM (by protocol); hit rate 0.77% among 300,000;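 active = more than half of replicate wells show activity change below -50%, luminescence cut by over half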;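 note: luciferase reports HSF-1 transcriptional activity via heat shock element; 0% = median of DMSO wells and -100% = zero luminescence signal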
KLF5 inh: inhibitors of KLF5 expression. inhibition, % at 5 µM. DLD-1 KLF5 promoter-luciferase reporter, luminescence. hit rate 0.23% among 290,000;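 active = inhibition above a per-plate limit of that plate's mean compound inhibition plus 3 SD, cut at about 60% in these data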;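 note: 0% = DMSO wells and 100% = LY294002 at 200 µM; higher means less KLF5 promoter-driven luciferase light; inactives centre near -14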
Platelet DG rel: modulates dense granule release in human platelets; hit rate 0.22% among 300,000; human platelet-rich plasma, SFLLRN dense granule ATP release, luminescence; inhibition, %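 (compounds screened at 7.5 µM in platelet-rich plasma)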; AID 1663;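 active = mean replicate score, as percent of positive control, at or above 50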
IEC-6 tox: IEC-6 cytotoxicity, counter-screen for KLF5 inhibitors; luminescence viability; inhibition, % at 5 µM; hit rate 0.78% among 290,000; in the data active = inhibition above about 22%;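 note: 0% = plate median of test compound wells and 100% = cytotoxic reference compound wells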
GSK3A inh: human GSK-3 alpha kinase inhibition. P49840. ADP-Glo luminescence, 60 min. inhibition, % at 10 µM. hit rate 0.1% among 320,000. AID 2650;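 in the data active = inhibition above about 50%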;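 note: GST-tagged GSK-3 alpha with peptide substrate and 25 µM ATP; 0% = DMSO neutral wells and 100% = GW8510 positive control wells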
Target sequence (P49840 whole entry, looked up): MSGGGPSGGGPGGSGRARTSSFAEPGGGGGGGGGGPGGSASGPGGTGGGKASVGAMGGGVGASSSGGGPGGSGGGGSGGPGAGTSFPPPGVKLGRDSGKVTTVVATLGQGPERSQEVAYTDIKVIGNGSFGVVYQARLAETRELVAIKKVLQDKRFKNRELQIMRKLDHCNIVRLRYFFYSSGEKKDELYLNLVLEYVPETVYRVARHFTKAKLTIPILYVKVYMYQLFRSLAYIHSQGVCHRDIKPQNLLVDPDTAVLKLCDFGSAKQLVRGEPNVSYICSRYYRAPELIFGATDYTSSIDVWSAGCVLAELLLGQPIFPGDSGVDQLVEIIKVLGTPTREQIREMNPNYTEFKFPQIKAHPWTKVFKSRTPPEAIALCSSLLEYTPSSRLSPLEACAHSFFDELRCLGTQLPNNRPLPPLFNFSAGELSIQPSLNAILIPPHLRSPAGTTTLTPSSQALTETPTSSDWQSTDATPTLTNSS
aSyn UTR inh: 5' untranslated region of α-synuclein, MLPCN primary screen; alpha-synuclein 5'UTR reporter, inhibitor activity; AID 1813; inhibition, % (tested at 7.5 µM); hit rate 0.82% among 300,000; in the data active = inhibition above about 60%;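 note: H4 neuroglioblastoma cells stably carrying SNCA 5'UTR luciferase fusion; 0% = DMSO wells and 100% = positive control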
HSP90 refold inh: HSP90 refolding inhibition in rabbit reticulocyte lysate; inhibition, % at 5.6 µM; AID 1789; luciferase refolding luminescence, 3 h; hit rate 0.91% among 290,000;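 active = inhibition above the screen-wide mean plus 3 SD, computed separately per campaign, cut at about 16% in these data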;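 note: 0% = DMSO wells and 100% = 60 µM geldanamycin wells; inhibitors lower the luminescence because luciferase stays unfolded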
DYRK1A inh: blocks rat Dyrk1A kinase activity; ADP-Glo luminescence, NFATc1 peptide; Q63470; inhibition, % at 12.5 µM; AID 504441; hit rate 0.43% among 310,000; in the data active = inhibition above about 50%;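 note: plate controls were vehicle with enzyme for no effect and no enzyme for full effect; many of its hits are not listed in these tables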
* = called active by the depositor. Some of the compounds tested. The share of hits here may be higher or lower than overall.

How did OCC1(Cc2ccccc2)CCN(Cc2cccc(F)c2F)CC1 do in these assays?
GSK3B inh: -2; HSF1 activator: 6; HSF1 inh: -8; KLF5 inh: -9; Platelet DG rel: 1; IEC-6 tox: 0; GSK3A inh: -3; aSyn UTR inh: 19; HSP90 refold inh: 1; DYRK1A inh: -3

Results for CCOC(=O)c1nn(-c2ccc(OCC)cc2)c2nc(-c3cccc(OC)c3)c(C#N)c(=O)n12 ?
GSK3B inh: 1; HSF1 activator: -1; HSF1 inh: -4; KLF5 inh: -5; Platelet DG rel: -31; IEC-6 tox: 0; GSK3A inh: -1; aSyn UTR inh: -13; HSP90 refold inh: 8; DYRK1A inh: 9

How did Cc1ccc(C)c(-c2csc(NC(=O)c3cnccn3)n2)c1 do in these assays?
GSK3B inh: 2; HSF1 activator: -4; HSF1 inh: -1; KLF5 inh: -5; Platelet DG rel: 4; IEC-6 tox: 5; GSK3A inh: 5; aSyn UTR inh: 11; HSP90 refold inh: 2

Results for CC1(C)OC(=O)C(=NNc2ccc(O)cc2)C(=O)O1 ?
KLF5 inh: -37; IEC-6 tox: 0; GSK3A inh: -3; HSP90 refold inh: -4; DYRK1A inh: 9

How did COc1cccc(C(=O)OCC(=O)NC(C)CCc2ccccc2)c1O (stereo not drawn) do in these assays?
GSK3B inh: 1; HSF1 activator: 29; HSF1 inh: 23; KLF5 inh: -14; Platelet DG rel: 18; IEC-6 tox: -2; GSK3A inh: -3; aSyn UTR inh: 2; HSP90 refold inh: 0; DYRK1A inh: -5

What do the screens show for `COCCCN1C(=O)C(=O)/C(=C(/O)c2ccc3c(c2)CC(C)O3)C1c1cccnc1` (stereo not drawn)?
GSK3B inh: -4; HSF1 activator: -1; HSF1 inh: -6; KLF5 inh: -3; Platelet DG rel: -2; IEC-6 tox: 1; GSK3A inh: -1; aSyn UTR inh: 10; HSP90 refold inh: -1; DYRK1A inh: -7

What do the screens show for `Cc1cc(CSc2ccccc2)ccc1NC(=O)c1ccc(Cl)c([N+](=O)[O-])c1`?
GSK3B inh: 2; HSF1 activator: 10; HSF1 inh: -1; KLF5 inh: -27; Platelet DG rel: -3; IEC-6 tox: 2; GSK3A inh: 1; aSyn UTR inh: -10; HSP90 refold inh: -3; DYRK1A inh: 1

How did CCN(Cc1nc2cc(OC)c(OC)cc2c(=O)[nH]1)C(=O)c1ccc(S(=O)(=O)N(C)C)cc1 do in these assays?
GSK3B inh: -7; HSF1 activator: 2; HSF1 inh: 1; KLF5 inh: -37; Platelet DG rel: 2; IEC-6 tox: -10; GSK3A inh: 0; aSyn UTR inh: -40; HSP90 refold inh: 1; DYRK1A inh: 1

Results for NS(=O)(=O)c1ccc(NC(=O)/C=C/c2cccc(Cl)c2)cc1 ?
GSK3B inh: 2; HSF1 activator: 9; HSF1 inh: -2; KLF5 inh: -23; Platelet DG rel: 8; IEC-6 tox: -2; GSK3A inh: -1; aSyn UTR inh: -81; HSP90 refold inh: -4; DYRK1A inh: 4

How did c1ccc(-c2csc(Nc3cccnc3)n2)nc1 do in these assays?
GSK3B inh: 0; HSF1 activator: 14; HSF1 inh: 8; KLF5 inh: -68; Platelet DG rel: 6; IEC-6 tox: 0; GSK3A inh: 2; aSyn UTR inh: -218; HSP90 refold inh: -3; DYRK1A inh: 6

How did COc1ccccc1CNC(=O)[C@H](C)NC(=O)C1CCN(C(=O)[C@@H](N)C(C)C)CC1 do in these assays?
GSK3B inh: 3; HSF1 activator: 16; HSF1 inh: 2; KLF5 inh: -19; Platelet DG rel: -2; IEC-6 tox: 6; GSK3A inh: 1; aSyn UTR inh: 19; HSP90 refold inh: -4; DYRK1A inh: 11

Results for CC1=CC(C)(C)N2C(=O)C3(C(C#N)=C(N)Oc4cc(C)oc(=O)c43)c3cc(C)cc1c32 (stereo not drawn) ?
GSK3B inh: 5; HSF1 activator: 3; HSF1 inh: 7; KLF5 inh: -16; Platelet DG rel: -1; IEC-6 tox: 0; GSK3A inh: -1; aSyn UTR inh: 2; HSP90 refold inh: 1; DYRK1A inh: 16

What do the screens show for `CCCN1C(=O)c2ccc(C(=O)Nc3cc(C)on3)cc2C1=O`?
GSK3B inh: 1; HSF1 activator: -14; HSF1 inh: 0; KLF5 inh: -41; Platelet DG rel: 1; IEC-6 tox: -3; GSK3A inh: -5; aSyn UTR inh: 2; HSP90 refold inh: -1; DYRK1A inh: 1

What do the screens show for `O=C(Nc1ccc(Cl)cc1)C1CCCN1C(=O)NCc1ccccc1` (stereo not drawn)?
GSK3B inh: 1; HSF1 activator: -56; HSF1 inh: -48; KLF5 inh: 1; Platelet DG rel: 5; IEC-6 tox: 6; GSK3A inh: 0; aSyn UTR inh: 5; HSP90 refold inh: 1; DYRK1A inh: -3

What do the screens show for `COc1ccc(CNC(=O)C(=O)N2CCC3(CC2)OCCN3S(=O)(=O)c2ccc(C)cc2)cc1`?
GSK3B inh: 1; HSF1 activator: 2; HSF1 inh: 2; Platelet DG rel: 8; GSK3A inh: 0; aSyn UTR inh: 10; DYRK1A inh: 17

Results for O=Cc1cc(-c2ccccc2)[nH]c1-c1ccccc1 ?
HSF1 activator: 18; HSF1 inh: 15; KLF5 inh: -95; Platelet DG rel: -2; IEC-6 tox: 8; GSK3A inh: 4; aSyn UTR inh: -64; HSP90 refold inh: 3

What do the screens show for `COc1ccc(NC(=O)/C=C/c2ccccc2[N+](=O)[O-])c(OC)c1`?
GSK3B inh: -2; HSF1 activator: 6; HSF1 inh: -1; KLF5 inh: -28; Platelet DG rel: -15; IEC-6 tox: 2; GSK3A inh: -2; aSyn UTR inh: 12; HSP90 refold inh: 1; DYRK1A inh: -6

What do the screens show for `COc1ccc(-n2cnc3c(cnn3CCC#N)c2=N)cc1`?
GSK3B inh: -2; HSF1 activator: 18; HSF1 inh: 0; KLF5 inh: -24; Platelet DG rel: -1; IEC-6 tox: 2; GSK3A inh: 1; aSyn UTR inh: -19; HSP90 refold inh: 0; DYRK1A inh: 0

What do the screens show for `O=C(N/N=C/c1ccccn1)c1cc(-c2ccc(Cl)s2)[nH]n1`?
GSK3B inh: -6; HSF1 activator: 20; HSF1 inh: 4; KLF5 inh: -17; Platelet DG rel: -9; IEC-6 tox: 6; GSK3A inh: 0; aSyn UTR inh: -18; HSP90 refold inh: 8; DYRK1A inh: 2

What do the screens show for `COc1ccc(C2C3=C(CCCC3=O)Nc3c(-c4ccccc4)c(C)nn32)cc1` (stereo not drawn)?
GSK3B inh: 0; HSF1 activator: 41; HSF1 inh: 16; KLF5 inh: -32; Platelet DG rel: -5; IEC-6 tox: -8; GSK3A inh: -6; aSyn UTR inh: -10; HSP90 refold inh: -4; DYRK1A inh: 8

How did O=C(CN1CCN(c2ccc(F)cc2)CC1)Nc1ccc2c(c1)OCCO2 do in these assays?
GSK3B inh: 3; HSF1 activator: -33; HSF1 inh: -27; KLF5 inh: -18; Platelet DG rel: -5; IEC-6 tox: -2; GSK3A inh: -3; aSyn UTR inh: -8; HSP90 refold inh: 2; DYRK1A inh: -2

What do the screens show for `Cc1ccccc1CNC(=O)c1ccccc1C(=O)O`?
GSK3B inh: 3; HSF1 activator: -2; HSF1 inh: 0; KLF5 inh: -6; Platelet DG rel: 6; IEC-6 tox: -2; GSK3A inh: 2; aSyn UTR inh: 0; HSP90 refold inh: 16*; DYRK1A inh: 9

What do the screens show for `CSc1ccc(-c2c(C#N)c(N)nc3c2c(C)nn3-c2ccccc2)cc1`?
GSK3B inh: -3; HSF1 activator: -5; HSF1 inh: -12; KLF5 inh: 11; Platelet DG rel: -4; IEC-6 tox: 4; GSK3A inh: -1; aSyn UTR inh: 0; HSP90 refold inh: -2; DYRK1A inh: -5

Results for CCOC(=O)C(CC)Sc1nc2c(c(=O)[nH]c(=O)n2C)n1C/C=C(/C)Cl (stereo not drawn) ?
GSK3B inh: 4; HSF1 activator: 43; HSF1 inh: 12; KLF5 inh: 2; Platelet DG rel: 5; IEC-6 tox: 5; GSK3A inh: 2; aSyn UTR inh: 24; HSP90 refold inh: 2; DYRK1A inh: -2

What do the screens show for `O=C(NCCSCc1ccccc1)c1ccccc1`?
GSK3B inh: -1; HSF1 activator: -13; HSF1 inh: 1; KLF5 inh: 2; Platelet DG rel: 0; IEC-6 tox: 1; GSK3A inh: 0; aSyn UTR inh: -8; HSP90 refold inh: -3; DYRK1A inh: -6

What do the screens show for `CN(C)c1nc(OCCNC(=O)COc2ccccc2Cl)nc(N(C)C)n1`?
GSK3B inh: -2; HSF1 activator: -1; HSF1 inh: 3; KLF5 inh: 4; Platelet DG rel: -1; IEC-6 tox: 1; GSK3A inh: 2; aSyn UTR inh: -4; HSP90 refold inh: 1; DYRK1A inh: -1

What do the screens show for `O=C(O)c1cccc(NC(=O)c2ccc3c(c2)C(=O)N(c2cccc([N+](=O)[O-])c2)C3=O)c1`?
GSK3B inh: 2; HSF1 activator: 2; HSF1 inh: -2; KLF5 inh: -28; Platelet DG rel: 2; IEC-6 tox: -4; GSK3A inh: -2; aSyn UTR inh: 18; HSP90 refold inh: -1; DYRK1A inh: 0

Results for S=C(NCc1ccccc1)NCc1ccco1 ?
GSK3B inh: 6; HSF1 activator: 56*; HSF1 inh: 18; KLF5 inh: -36; Platelet DG rel: -1; IEC-6 tox: 3; GSK3A inh: 0; aSyn UTR inh: 11; HSP90 refold inh: -3; DYRK1A inh: 15

What do the screens show for `Cc1cccc(-c2oc3ccccc3c2C#CCCO)c1`?
GSK3B inh: -1; HSF1 activator: 4; HSF1 inh: -3; KLF5 inh: -24; Platelet DG rel: 3; IEC-6 tox: 7; GSK3A inh: -1; aSyn UTR inh: 11; HSP90 refold inh: -1; DYRK1A inh: 13

Results for CCCOc1ccc(C(=O)NNC(=S)NC(=O)c2cccs2)cc1 ?
GSK3B inh: 1; HSF1 activator: -62; HSF1 inh: -55*; KLF5 inh: 28; Platelet DG rel: 3; IEC-6 tox: 39*; GSK3A inh: -2; aSyn UTR inh: 54; HSP90 refold inh: -8; DYRK1A inh: -1

How did Cc1cc2nc3ccc(N(C)C)cc3nc2cc1N do in these assays?
GSK3B inh: 0; HSF1 activator: 13; HSF1 inh: 3; Platelet DG rel: -2; GSK3A inh: -1; aSyn UTR inh: 4

What do the screens show for `Cc1cc(Cl)ccc1NC(=S)NCc1cccs1`?
GSK3B inh: -1; HSF1 activator: -8; HSF1 inh: 9; KLF5 inh: -11; Platelet DG rel: -5; IEC-6 tox: 1; GSK3A inh: 0; aSyn UTR inh: -4; HSP90 refold inh: 2; DYRK1A inh: 0

What do the screens show for `O=C(c1cc(COc2ccc(F)cc2F)on1)N1CC2C[C@@H]3CC1C[C@H](C2)C3`?
GSK3B inh: -8; HSF1 activator: 30; HSF1 inh: 26; KLF5 inh: -93; Platelet DG rel: 7; IEC-6 tox: 6; GSK3A inh: 2; aSyn UTR inh: -97; HSP90 refold inh: -4; DYRK1A inh: -5
